GAA glycogen: inhibitors or activators of human alpha-glucosidase glycogen cleavage; P10253; recombinant GAA, glycogen substrate, Amplex Red glucose oxidase fluorescence; Potency, µM (titrated, usually from 76.4 µM), without a hit: top-dose activity change, negative = inhibition, actives largely listed as inhibitors; 0.38% of 300,000 active; active means well fitted inhibition curve with a large enough effect; inconclusive means small, poorly fitted or top-dose-only effect, or another doubt; inactive means no such curve, though single readings can be large or run the other way;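 further: 0% = full enzyme reaction and -100% = no-enzyme basal signal; the screen sought inhibitors and activators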
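Natural-substrate format: glycogen cleavage by 4 nM human enzyme, glucose read by Amplex Red coupling (Ex 573, Em 610 nm). Normalized to enzyme and no-enzyme controls.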
An asterisk follows results filed as active; ? = inconclusive; [ ] = remark or other dose. Potency means the concentration at half of the fitted maximal effect. This is a subset; the hit share may differ from the screen's.

SMILES	GAA glycogen
Cc1[nH]c(C)c(S(=O)(=O)NCCc2ccc(S(N)(=O)=O)cc2)c1C(=O)N1CCCC1	-10%[76.3 µM]
CC(C)(C)Cc1nnc(NC(=O)CSc2ccccc2)s1	-13%[76.3 µM]
COc1ccc(/C=C2/SC(=S)N(CCCC(=O)Nc3cccc(O)c3)C2=O)cc1	1%
Cc1cc(C(=O)NC2CCCC2)c2ccccc2n1	-15%
NC(=O)C1Cc2ccccc2CN1S(=O)(=O)c1ccc(Cl)s1 (stereo not given)	5%[76.3 µM]
Fc1ccc(N2CCN(C3CCC(c4ccccc4)CC3)CC2)cc1 (stereo not given)	-1%[76.3 µM]
COC(=O)c1ccccc1NC(=O)C1=CC(c2ccc3c(c2)OCO3)=NS(=O)(=O)N1C	12%[76.3 µM]
COc1ccc(-n2c(SCC(=O)N3CCCCC3)nc3ccccc3c2=O)cc1	-1%
N#Cc1c(-c2ccc3c(c2)OCO3)cc[nH]c1=O	2%
Cc1nc2scc(C)n2c(=O)c1S(=O)(=O)N1CCN(c2cccc(C(F)(F)F)c2)CC1	2%
Cc1cc(C)c2sc(NC(=O)C3=COCCO3)nc2c1	-3%[76.3 µM]
O=C(NC1CCSc2ccccc21)c1cccc(Cl)c1 (stereo not given)	-7%[76.3 µM]

Continued; the last six above are carried over.
SMILES	GAA glycogen
COC(=O)c1ccccc1NC(=O)C1=CC(c2ccc3c(c2)OCO3)=NS(=O)(=O)N1C	12%[76.3 µM]
COc1ccc(-n2c(SCC(=O)N3CCCCC3)nc3ccccc3c2=O)cc1	-1%
N#Cc1c(-c2ccc3c(c2)OCO3)cc[nH]c1=O	2%
Cc1nc2scc(C)n2c(=O)c1S(=O)(=O)N1CCN(c2cccc(C(F)(F)F)c2)CC1	2%
Cc1cc(C)c2sc(NC(=O)C3=COCCO3)nc2c1	-3%[76.3 µM]
O=C(NC1CCSc2ccccc21)c1cccc(Cl)c1 (stereo not given)	-7%[76.3 µM]
CCN1CCc2c(sc(NC(=O)Cc3ccccc3)c2C(N)=O)C1	-7%[76.3 µM]
CCCn1c(C(C)Nc2nc(-c3ccc(OC)cc3)cs2)nc2ccccc21 (stereo not given)	-6%[76.3 µM]
COc1ccc(-c2cc3nc(C)c(CCC(=O)N4CCN(c5cccc(Cl)c5)CC4)c(C)n3n2)c(OC)c1	10%[76.3 µM]
CCCC#CCN1CCN(C23CC4CC(CC(C4)C2)C3)CC1	4%
CCc1ccc(NC(=O)c2ccc3c(O)c(S(=O)(=O)c4ccccc4)c(=O)[nH]c3c2)cc1	3%[76.3 µM]
O=C(CN1C(=O)NC2(CCc3ccccc3C2)C1=O)NCC(F)(F)F (stereo not given)	6%
COc1ccccc1C(=O)CC(=O)C(=O)Nc1cccc([N+](=O)[O-])c1C	2%
CC(C)(C)C(=O)Nc1cc2c3c(c1)CCC(=O)N3CCC2	7%[76.3 µM]
Nc1c(C(=O)Nc2ccccc2)nnn1-c1ccc2c(c1)OCCO2	-10%[76.3 µM]
CCCOc1ccc(CNC(=O)CCCn2ncn3c(cc4sc(CC)cc43)c2=O)cc1	16%[76.3 µM]
COc1ccccc1CNC(=O)COc1ccc(Br)c(C)c1	2%[76.3 µM]
O=C(O)c1cn(-c2ccc(F)cc2)c2cc(Cl)c(F)cc2c1=O	3%[76.3 µM]

Brought forward from above: two compounds, followed by the next part.
SMILES	GAA glycogen
COc1ccccc1CNC(=O)COc1ccc(Br)c(C)c1	2%[76.3 µM]
O=C(O)c1cn(-c2ccc(F)cc2)c2cc(Cl)c(F)cc2c1=O	3%[76.3 µM]
CCc1cc2c(=O)c(-c3nc4ccccc4n3C)coc2c(CN2CCCCC2C)c1O (stereo not given)	5%
COc1ccc(C(=O)NCC(=O)N2CCN(c3ccc(Cl)cc3)CC2)cc1	7%
C/C(=N\NC(=O)COc1cc(C)cc(C)c1)c1cccc(NC(=O)C2CCC2)c1	-10%[76.3 µM]
O=[N+]([O-])c1ccc(CN2CCN(c3ccc([N+](=O)[O-])cc3)CC2)cc1	2%
CCCCC(Sc1nc(N)c(NC(=O)c2ccco2)c(=O)[nH]1)C(=O)O (stereo not given)	-6%[76.3 µM]
O=C(CC(c1ccccc1)c1ccccc1)NCC(O)c1ccc([N+](=O)[O-])cc1 (stereo not given)	-2%[76.3 µM]
Cc1cccc(N2CCN(C(=O)CCC(=O)N3CC(C)Oc4ccc(C)cc43)CC2C)c1 (stereo not given)	3%[76.3 µM]
CCOC(=O)C1CCN(C(=O)CNC(=O)c2nn(-c3ccc(OC)c(OC)c3)c(=O)c3ccccc23)CC1	8%
O=S(=O)(c1cccc(F)c1)N1CCC(c2nc3ccccc3s2)CC1	-8%[76.3 µM]
CC(C)N1CC(COc2ccc(Cl)cc2Cl)OC1=O (stereo not given)	4%
COc1ccccc1NC(=O)NC1CCCCCCC1	2%[76.3 µM]
O=C(O)CC(CC(=O)N1CCN(C(=O)c2ccco2)CC1)c1ccccc1 (stereo not given)	2%[76.3 µM]
COCCCNC(=O)c1cn(C)c(=O)c2c1c1ccccc1n2C	-3%
COc1ccccc1CNC(=O)COC(=O)c1c(C)nn(-c2ccccc2)c1Cl	-7%[76.3 µM]
CCOc1ccc(-n2c(-c3ccc(Br)cc3)cc3c2CC(C)(C)CC3=O)cc1	6%[76.3 µM]
COc1cccc(OC)c1C(=O)Nc1ccc2nc(C)c(C)nc2c1	7%[76.3 µM]
O=c1cnn(Cc2ccc(F)cc2)c2ccccc12	1%
COc1cc(NC(=O)Cn2c(=O)n(Cc3ccco3)c(=O)c3sc4ccccc4c32)cc(OC)c1	9%[76.3 µM]
CN(Cc1ccccc1)c1ccc(-c2nc(-c3ccco3)no2)cc1[N+](=O)[O-]	-5%[76.3 µM]
CCc1ccc(CNC(=O)CSc2cc(=O)n(C)c3ccc(Cl)cc23)cc1	-16%[76.3 µM]
CC(C)(C)NC(=O)N1c2ccccc2Sc2ccccc21	1%
COc1ccc([C@]23Cc4ccccc4C(O2)C2=C(CC(C)(C)CC2=O)O3)cc1	-6%[15.3 µM]
O=C(c1ccco1)N1CCN(C(=S)Nc2ccccc2Cl)CC1	-10%[76.3 µM]
Cc1cccc(NC(=O)CN2C(=O)c3ccccc3Sc3ncccc32)c1C	13%[76.3 µM]
CC(C)COc1cccc(-c2cc(C(=O)Nc3ccon3)c3ccccc3n2)c1	4%
Cc1c(O)ccc2c(CC(=O)N[C@@H](Cc3c[nH]c4ccccc34)C(=O)O)cc(=O)oc12	0%
O=C(O)C(c1ccccc1)N1C(=O)/C(=C\c2ccc(-c3cccc(Cl)c3)o2)SC1=S (stereo not given)	-12%
COc1ccccc1NS(=O)(=O)c1cc(-c2cnc(C3CC3)o2)ccc1C	-2%[76.3 µM]
COc1ccc(NC(=O)c2ccc[n+]([O-])c2)cc1	17%[76.3 µM]
COc1ccccc1NC(=O)CNC(c1ccccc1)c1ccccc1	-10%
COc1ccc(C(C(=O)NC2CCCC2)N(C(=O)c2snc(C(N)=O)c2N)c2ccccc2OC)cc1OC (stereo not given)	0%
Cc1nc(C)c(-c2ccc(SCC(=O)Nc3cccc(F)c3)nn2)s1	-7%[76.3 µM]
Cc1cccc(N(C)Cc2nnc(-c3cccc(Br)c3)o2)c1	0%
COc1ccc(-c2noc(CSc3nnc(C)n3-c3ccc(C)c(C)c3)n2)c(OC)c1	14%[76.3 µM]
Cc1ccc(NS(=O)(=O)c2c(C)nc3sc(C)cn3c2=O)c(C)c1	11%[76.3 µM]
Cc1nn(-c2ccccc2)c(-n2cccc2)c1C(=O)NCc1ccccc1Cl	7%[76.3 µM]
COc1ccc(OC)c(NC(=O)CCS(=O)(=O)c2cc3c(cc2C)NC(=O)CO3)c1	1%[76.3 µM]
Cc1nc(Nc2ccccc2Br)c2nnn(Cc3ccccc3)c2n1	2%[76.3 µM]
CC1CCCC(NC(=O)c2ccc3c(c2)NC(=O)CS3)C1C (stereo not given)	3%[76.3 µM]
O=C1NC(=O)/C(=C/c2ccc(-c3cccc([N+](=O)[O-])c3)o2)S1	3%[76.3 µM]
Cc1ccc(C(=O)N(CCN2CCCCC2)CC2CCCN(C3CCCC3)C2)s1 (stereo not given)	-3%[76.3 µM]
Cc1cc(=O)[nH]c(N/N=C/c2c(F)c(F)c(F)c(F)c2F)n1	1%
CC1N(C(=O)N2CCOCC2)CCN1S(=O)(=O)c1cccc(C(F)(F)F)c1 (stereo not given)	0%
CC(=O)NNS(=O)(=O)c1scc(S(=O)(=O)c2ccc(Cl)cc2)c1C	-23%
COc1ccc(CN2CCc3ccccc3C2)cc1Br	2%[76.3 µM]
COc1ccc(Cl)cc1/C=C1/C(=O)ON=C1C	4%
CC1(C)Cc2c(cnn2-c2ccc(F)cc2)C(NC(=O)CCCN2CCCCC2=O)C1 (stereo not given)	-3%[76.3 µM]
COC(=O)c1ccc(/C=C/c2c(-c3ccc(OC)cc3)oc3ccc(N4CCOCC4)cc23)cc1	11%[76.3 µM]

Random excerpt: two entries already listed
SMILES	GAA glycogen
CC1CCCC(NC(=O)c2ccc3c(c2)NC(=O)CS3)C1C (stereo not given)	3%[76.3 µM]
CC(=O)NNS(=O)(=O)c1scc(S(=O)(=O)c2ccc(Cl)cc2)c1C	-23%

Molecules shown so far containing a nitro group on carbon, in the order listed:
SMILES	GAA glycogen
COc1ccccc1C(=O)CC(=O)C(=O)Nc1cccc([N+](=O)[O-])c1C	2%
O=[N+]([O-])c1ccc(CN2CCN(c3ccc([N+](=O)[O-])cc3)CC2)cc1	2%
O=C(CC(c1ccccc1)c1ccccc1)NCC(O)c1ccc([N+](=O)[O-])cc1 (stereo not given)	-2%[76.3 µM]
CN(Cc1ccccc1)c1ccc(-c2nc(-c3ccco3)no2)cc1[N+](=O)[O-]	-5%[76.3 µM]
O=C1NC(=O)/C(=C/c2ccc(-c3cccc([N+](=O)[O-])c3)o2)S1	3%[76.3 µM]

Additional structures follow.
SMILES	GAA glycogen
COc1ccc(CN(C)C(C)C(=O)Nc2cccc3ccccc23)cc1 (stereo not given)	-6%[76.3 µM]
NC(=O)c1ccc(NS(=O)(=O)c2ccc3ccccc3c2)cc1	8%
Cn1ccnc1SCC(=O)Nc1cc(Cl)ccc1Cl	4%[76.3 µM]
Cc1ccc(-c2nc(CN3CCN(C(=O)C4CCCO4)CC3)cs2)cc1 (stereo not given)	5%[76.3 µM]
O=C(NCCc1ccc(Cl)cc1)c1ccc2c(c1)OCCO2	-5%[76.3 µM]
Cc1cccc(/C=N/NC(=O)c2cc(Br)ccc2O)n1	-4%
CC(=O)c1cccc(NC(=S)NC(=O)Cc2ccc(Cl)cc2)c1	2%[76.3 µM]
CC(C)c1nnc(NC(=O)c2nc(S(=O)(=O)Cc3ccccc3F)ncc2Cl)s1	-21%[76.3 µM]
Cc1ccc(NC(=O)c2ccc3c(c2)C(=O)N(c2cc(C)ccc2C)C3=O)nc1	-9%[76.3 µM]
O=C(O)/C(CC(=O)c1ccc(Cl)cc1)=N/Nc1ccc([N+](=O)[O-])cc1[N+](=O)[O-]	-30%
COc1ccc(CNc2oc(/C=C/c3cccc(OC)c3)nc2C#N)cc1	?
CCCCOC(=O)C1=C(C)NC(=O)NC1c1cc2c(cc1Br)OCO2 (stereo not given)	-12%[76.3 µM]
COc1ccccc1C(=O)Nc1ccc2nc(N3CCC(C)CC3)cc(C)c2c1	-12%[76.3 µM]
N/C(=N\OC(=O)C1CCCCC1)c1ccc(Br)cc1	1%
Nc1cc(N)nc(SCC(=O)Nc2cc(S(=O)(=O)N3CCOCC3)ccc2Cl)n1	-4%[76.3 µM]
CCOc1cccc(NC(=O)C2CC(=O)N(C)C(=Nc3cccc(OC)c3)S2)c1 (stereo not given)	-21%[76.3 µM]
NC(=O)C1Cc2ccccc2CN1C(=O)c1cccc(Oc2ccccc2)c1 (stereo not given)	3%
O=C(NC1CCCCC1)c1ccc2c(c1)N(Cc1ccc(Cl)cc1)C(=O)c1ccccc1S2=O (stereo not given)	-11%[76.3 µM]
CCOC(=O)c1c(NC(=O)CSc2cn(CCNC(=O)c3c(F)cccc3F)c3ccccc23)sc2c1CCCC2	-5%[76.3 µM]
Cc1cccnc1CCNC(=O)C1CCC(=O)N(Cc2cccc(F)c2)C1 (stereo not given)	2%[76.3 µM]
Cc1ccc(C(=O)N/C(=C\c2cccs2)C(=O)N2CCN(C)CC2)cc1C	-3%[76.3 µM]
Cc1c(O)ccc2c(CC(=O)N[C@@H](Cc3ccccc3)C(=O)O)cc(=O)oc12	4%
CCCn1c(SCC(=O)NC)nc2sc3c(c2c1=O)CCC3	10%
COc1ccc(CCNc2nc(C)cc(C)n2)cc1OC	1%[76.3 µM]
CCOC(=O)c1c(NC(C)=O)sc(C(=O)NC2CCCC2)c1C	5%
O=C(CCN1C(=O)/C(=C/c2ccc(Cl)cc2)SC1=S)Nc1cccc(C(=O)O)c1	-1%
CCN(CC)C(=O)Cn1cc(C(=O)C(=O)NCCc2c[nH]c3ccccc23)c2ccccc21	1%[76.3 µM]
Cc1ccc(C(=O)Sc2cccccc2=O)cc1	1%
Cc1cc(C)cc(OCC(=O)Nc2nc(-c3cccnc3)cs2)c1	5%[76.3 µM]
COC(C(=O)Nc1ccnn1C1CCN(Cc2cnn(C(C)C)c2)CC1)c1ccccc1 (stereo not given)	0%[76.3 µM]
Cn1c(SCC(=O)NC2CCCCC2)nnc1-c1ccccc1O	2%[76.3 µM]
Cc1cccc(NC(=S)NC2CCCC2)c1C	-1%[76.3 µM]
Cc1ccc(-n2ncc3c(=O)n(Cc4ccccc4C)cnc32)cc1C	1%[76.3 µM]
CC(=O)N1c2ccc(S(=O)(=O)N(C)CC(=O)N(C)Cc3ccccc3)cc2CC1C (stereo not given)	-7%[76.3 µM]
CCOC(=O)c1ccccc1NC(=O)C(=O)Nc1ccc2nc3n(c(=O)c2c1)CCCCC3	?

Assay outcomes (PubChem BioAssay)
